Screening results (PubChem BioAssay)
Mac1 fbg inh = blocks human CD11b/CD18 adhesion to fibrinogen | inhibition, % at 10 µM | K562 CD11b/CD18 adhesion to fibrinogen, ATPlite luminescence; Mn2+ added to activate the integrin | P05107+P11215 | 93,000 compounds, 0.54% hits;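 active means primary inhibition of 50% or more at 10 µM, then 40% or more on retest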; further: some results filed as inactive read as strong as hits
Target sequence (P05107 whole entry, looked up, other chains not shown): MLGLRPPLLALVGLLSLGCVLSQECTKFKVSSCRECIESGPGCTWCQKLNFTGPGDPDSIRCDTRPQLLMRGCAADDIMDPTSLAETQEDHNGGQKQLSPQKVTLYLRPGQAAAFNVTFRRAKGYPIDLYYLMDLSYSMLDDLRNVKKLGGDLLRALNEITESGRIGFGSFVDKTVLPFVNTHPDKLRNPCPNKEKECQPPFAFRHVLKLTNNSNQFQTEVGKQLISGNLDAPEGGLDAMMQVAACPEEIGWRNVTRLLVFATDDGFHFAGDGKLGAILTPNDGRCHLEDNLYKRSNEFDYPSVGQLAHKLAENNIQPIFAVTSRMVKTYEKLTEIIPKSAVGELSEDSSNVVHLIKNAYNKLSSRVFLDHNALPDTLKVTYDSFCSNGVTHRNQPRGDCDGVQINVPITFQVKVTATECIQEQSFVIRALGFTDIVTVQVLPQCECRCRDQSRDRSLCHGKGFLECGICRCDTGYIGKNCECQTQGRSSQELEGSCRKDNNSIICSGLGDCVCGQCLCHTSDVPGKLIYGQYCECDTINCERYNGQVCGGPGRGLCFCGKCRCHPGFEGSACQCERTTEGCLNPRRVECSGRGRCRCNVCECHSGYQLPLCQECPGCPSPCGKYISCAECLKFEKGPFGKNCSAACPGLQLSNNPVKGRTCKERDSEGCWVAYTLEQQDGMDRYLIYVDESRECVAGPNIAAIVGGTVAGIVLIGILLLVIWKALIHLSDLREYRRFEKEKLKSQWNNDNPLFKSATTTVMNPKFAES
ERb coact inh = ER-beta (human) coactivator binding inhibition; AID 633; 86,000 compounds, 1.3% hits; inhibition, % at 25.6 µM; Q92731; TR-FRET ER-beta LBD / SRC1-Cy5 peptide binding; receptor agonist-loaded with 1 µM estradiol;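 active means compounds whose percent inhibition of the receptor-coactivator binding signal exceeds about 50% in the single-dose screen, limit read from the data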;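 further: 0% = receptor plus peptide wells without compound and 100% = peptide-only wells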
MT1-MMP txn act = activates MT1-MMP transcription; AID 750; 86,000 compounds, 0.16% hits; activation factor at 10 µM; HT1080 MT1-MMP promoter luciferase reporter, luminescence, overnight; hits give high values;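 active means activation factor of at least 2 for MT1-MMP transcription at 10 µM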
Mac1 fbg enh = enhancers of human CD11b/CD18 binding to fibrinogen. 93,000 compounds, 0.07% hits. AID 1499. P05107+P11215. activation, % at 10 µM. K562 CD11b/CD18 adhesion to fibrinogen, ATPlite luminescence;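 active means 10 µM primary screen giving 50% or more activity, confirmed by 40% or more on retest at that dose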; further: strong numbers were not always called active; reference of the scale not given here
Smad3 inh = blocks human Smad3 binding to FoxH1 peptide. P84022. TR-FRET Smad3/Dy647-FoxH1 peptide binding, europium anti-His. inhibition, % at 25 µM. 88,000 compounds, 0.29% hits. AID 630;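 active means compounds that reduce the energy-transfer binding signal between the protein and its labelled peptide by more than half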;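 further: 0% = Smad3 plus labelled peptide maximal FRET and 100% = peptide-only background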
Calb biofilm kill = kills Candida albicans biofilms. AID 834. inhibition, % at 6 µM. C. albicans biofilm + clotrimazole, Alamar Blue. 85,000 compounds, 0.14% hits;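 active means inhibition above 20%; inactive means inhibition below 20%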;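 further: preformed 24 hr biofilms exposed to compound for 48 hr; 0% = biofilm without compound and 100% = blank killed by clotrimazole plus chlorhexidine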
sEH activator = activators of human soluble epoxide hydrolase | activation, % at 2 µM | AID 717 | 91,000 compounds, 0.04% hits | purified human sEH enzymatic activity, activator screen; in the data active means activation above about 37%; further: values of inactives mirror those of a sister screen read the other way
sEH inh = soluble epoxide hydrolase (human) inhibition. P34913. recombinant human sEH enzymatic activity assay. inhibition, % at 2 µM. 91,000 compounds, 0.34% hits. AID 707; in the data active means inhibition above about 80%; further: values of inactives mirror those of a sister screen read the other way; many of its hits are not listed in these tables
ERa coact pot = ER-alpha (human) coactivator binding potentiation; TR-FRET ERalpha-LBD/SRC-Cy5 coactivator binding, 2 h; 100 = basal binding, no effect; coactivator binding (% of control), % at 25.6 µM; 86,000 compounds, 1.3% hits; P03372; AID 639; in the data active means activity above about 200%;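 further: binding measured in presence of low estradiol as agonist stimulus; 0% = peptide alone without receptor and 100% = receptor with peptide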
Starred values were filed as active, the others as inactive; [ ] = dose if it differs, or a comment. An excerpt; the hit share may differ from the screen's.

Results for CCOC(=O)C1CCN(C(=O)COC(=O)CCOc2ccc(C)cc2)CC1 ?
Mac1 fbg inh: 2; ERb coact inh: -14; MT1-MMP txn act: 1.1; Mac1 fbg enh: 2; Smad3 inh: -1; Calb biofilm kill: 0; sEH activator: -4; sEH inh: 5; ERa coact pot: 103

How did CCSc1nc2ccccc2n1Cc1nc(N)nc(N(C)C)n1 do in these assays?
Mac1 fbg inh: -20; ERb coact inh: -6; MT1-MMP txn act: 1.1; Mac1 fbg enh: -3; Smad3 inh: 1; Calb biofilm kill: 4; sEH activator: -4; sEH inh: 4; ERa coact pot: 101

How did CCCc1cc(=O)n2[nH]c(NCc3c(F)cccc3Cl)nc2n1 do in these assays?
Mac1 fbg inh: 19; ERb coact inh: -8; Mac1 fbg enh: 1; Smad3 inh: -3; Calb biofilm kill: 10; sEH activator: 3; sEH inh: 1; ERa coact pot: 126

How did Cc1cc(N2CCN(C(=O)c3ccco3)CC2)n2nc(-c3cccc(F)c3)cc2n1 do in these assays?
Mac1 fbg inh: -4; ERb coact inh: 17; MT1-MMP txn act: 0.9; Mac1 fbg enh: 19; Smad3 inh: -13; Calb biofilm kill: -3; sEH activator: 6; sEH inh: -7; ERa coact pot: 148[fluorescence artefact?]

How did Cc1ccc(Nc2nc3c(c(=O)[nH]c(=O)n3C)n2Cc2ccc(F)cc2)cc1 do in these assays?
ERb coact inh: 4[fluorescence artefact?]; MT1-MMP txn act: 1.3; Smad3 inh: 5; Calb biofilm kill: 1; sEH activator: 4; sEH inh: -4; ERa coact pot: 120

Results for CCN(CC)C(=O)C1CCC(CNS(=O)(=O)c2cccc3cccnc23)CC1 (stereo unspecified) ?
Mac1 fbg inh: 1; ERb coact inh: 6[fluorescence artefact?]; MT1-MMP txn act: 1.1; Mac1 fbg enh: -1; Smad3 inh: -18; Calb biofilm kill: -3; sEH activator: -7; sEH inh: 6; ERa coact pot: 104[fluorescence artefact?]

Results for CCn1c(C)c(C(C)=O)c(N2CCN(c3ccc(F)cc3)CC2)nc1=S ?
Mac1 fbg inh: -1; ERb coact inh: 23; MT1-MMP txn act: 1.1; Mac1 fbg enh: -2; Smad3 inh: 0; Calb biofilm kill: 5; sEH activator: -4; sEH inh: 6; ERa coact pot: 113

How did c1ccc(CCn2nnnc2C(c2cccnc2)N2CCN(c3ccccc3)CC2)cc1 (stereo unspecified) do in these assays?
Mac1 fbg inh: 19; ERb coact inh: -11; MT1-MMP txn act: 1.1; Mac1 fbg enh: 1; Smad3 inh: -9; Calb biofilm kill: 3; ERa coact pot: 117

Results for COc1ccc2oc(=O)c(C(=O)N3CCN(C45CC6CC(CC(C6)C4)C5)CC3)cc2c1 ?
ERb coact inh: 2[fluorescence artefact?]; MT1-MMP txn act: 1.2; Smad3 inh: -4; Calb biofilm kill: 0; ERa coact pot: 104

What do the screens show for `O=C(Nc1cccc(-c2nnc(-c3ccccc3)o2)c1)c1ccco1`?
Mac1 fbg inh: -6; ERb coact inh: 6; MT1-MMP txn act: 1.3; Mac1 fbg enh: -1; Smad3 inh: 3; Calb biofilm kill: 6; ERa coact pot: 128[fluorescence artefact?]

Results for CC(CNC(=O)C(C)C)NC(=O)C(C)C (stereo unspecified) ?
Mac1 fbg inh: 4; ERb coact inh: 2; Mac1 fbg enh: 4; Smad3 inh: -6; Calb biofilm kill: 4; sEH activator: 2; sEH inh: -2; ERa coact pot: 91

Results for CC(C)c1nnc(NC(=O)CCC(=O)N2CCN(c3ccccn3)CC2)s1 ?
ERb coact inh: -10; MT1-MMP txn act: 1.2; Smad3 inh: -10; Calb biofilm kill: 3; sEH activator: 2; sEH inh: 0; ERa coact pot: 87

Results for CCN(CCNC(=O)C1CCN(S(=O)(=O)c2cccc3cccnc23)CC1)c1ccccc1 ?
Mac1 fbg inh: 0; ERb coact inh: 6; MT1-MMP txn act: 1; Mac1 fbg enh: 3; Smad3 inh: -1; Calb biofilm kill: 12; ERa coact pot: 102[fluorescence artefact?]

Results for CCN1CCCC(NC(=O)c2scc3c2CCCC3)C1 (stereo unspecified) ?
Mac1 fbg inh: -12; ERb coact inh: -8; MT1-MMP txn act: 1; Mac1 fbg enh: 1; Smad3 inh: 9; Calb biofilm kill: 8; sEH activator: -11; sEH inh: 9; ERa coact pot: 120

How did CCOc1ccccc1NS(=O)(=O)c1c(C)noc1C do in these assays?
Mac1 fbg inh: -6; ERb coact inh: -4; MT1-MMP txn act: 0.9; Mac1 fbg enh: -3; Smad3 inh: -4; Calb biofilm kill: -5; sEH activator: 11; sEH inh: -6; ERa coact pot: 118

How did COc1ccc(CNc2cc(C)nc3ncnn23)c(OC)c1 do in these assays?
Mac1 fbg inh: 45; ERb coact inh: 5[fluorescence artefact?]; MT1-MMP txn act: 1; Mac1 fbg enh: -6; Smad3 inh: 14; Calb biofilm kill: 6; sEH activator: -8; sEH inh: 7; ERa coact pot: 107

Results for O=C(/C=N\O)NCCCNCc1ccccc1 ?
Mac1 fbg inh: -10; ERb coact inh: -8[fluorescence artefact?]; MT1-MMP txn act: 1.2; Mac1 fbg enh: -4; Smad3 inh: -1; Calb biofilm kill: 7; ERa coact pot: 106

What do the screens show for `O=C(OCc1c(Cl)cccc1Cl)c1cccnc1Cl`?
Mac1 fbg inh: -7; Mac1 fbg enh: -1; sEH activator: 3; sEH inh: -2

How did CCOc1cc2c(cc1C(C)(C)C)NC(=O)CS2 do in these assays?
Mac1 fbg inh: -10; ERb coact inh: -2; MT1-MMP txn act: 1.2; Mac1 fbg enh: -2; Smad3 inh: 12; Calb biofilm kill: 6; sEH activator: 2; sEH inh: 2; ERa coact pot: 88

Results for Cc1ccc(-n2c(-c3cccc(C)c3)n[nH]c2=S)cc1 ?
Mac1 fbg inh: 1; ERb coact inh: -13; Mac1 fbg enh: 0; Smad3 inh: 14[fluorescence artefact?]; Calb biofilm kill: 7; sEH activator: -3; sEH inh: 5; ERa coact pot: 78

Results for Cc1cc(NC(=O)Cn2cc(C(F)(F)F)cc(Cl)c2=O)no1 ?
ERb coact inh: 2; MT1-MMP txn act: 1; Smad3 inh: 8; Calb biofilm kill: 8; sEH activator: -4; sEH inh: 5; ERa coact pot: 95

Results for N#CC(c1ccc(Cl)cc1)c1ccc2c(C(F)(F)F)cc(C(F)(F)F)nc2n1 (stereo unspecified) ?
Mac1 fbg inh: 88*; ERb coact inh: 3[fluorescence artefact?]; MT1-MMP txn act: 0.6; Mac1 fbg enh: -8; Smad3 inh: 7; Calb biofilm kill: 8; sEH activator: 2; sEH inh: -4; ERa coact pot: 110

How did COC(=O)CSc1nc(N)c(C#N)c(C(C)C)c1C#N do in these assays?
Mac1 fbg inh: 8; ERb coact inh: -4; MT1-MMP txn act: 1; Mac1 fbg enh: -2; Smad3 inh: 2; Calb biofilm kill: 3; sEH activator: -4; sEH inh: 4; ERa coact pot: 96

Results for CC(=O)OC1(C(F)(F)F)Oc2ccccc2NC1=O (stereo unspecified) ?
Mac1 fbg inh: -10; ERb coact inh: 5; MT1-MMP txn act: 0.9; Mac1 fbg enh: 131; Smad3 inh: -3; Calb biofilm kill: 7; ERa coact pot: 105

Results for COc1ccc(-n2c(COc3ccc(C)cc3)nnc2SCC(N)=O)cc1 ?
Mac1 fbg inh: -14; ERb coact inh: -7; MT1-MMP txn act: 1.1; Mac1 fbg enh: 7; Smad3 inh: 1; Calb biofilm kill: 10; sEH activator: 4; sEH inh: 0; ERa coact pot: 107

How did CCN(C(=O)CN1CCN(c2ccccc2)CC1)c1c(N)n(Cc2ccccc2)c(=O)[nH]c1=O do in these assays?
Mac1 fbg inh: -8; ERb coact inh: 5; MT1-MMP txn act: 1; Mac1 fbg enh: 7; Smad3 inh: 1; Calb biofilm kill: 2; sEH activator: 0; sEH inh: 0; ERa coact pot: 111

How did CCCN1CCN(C(c2cc3cc4c(cc3[nH]c2=O)OCO4)c2nnnn2C(C)(C)C)CC1 (stereo unspecified) do in these assays?
Mac1 fbg inh: -11; ERb coact inh: 8; MT1-MMP txn act: 1; Mac1 fbg enh: -4; Smad3 inh: 6; Calb biofilm kill: 9; sEH activator: 12; sEH inh: -16; ERa coact pot: 122

What do the screens show for `Cc1nc(Nc2nc(-c3ccccc3)cc(=O)[nH]2)nc2ccccc12`?
ERb coact inh: -2; MT1-MMP txn act: 1; Smad3 inh: 21; Calb biofilm kill: 4; sEH activator: 2; sEH inh: -4; ERa coact pot: 239*

How did COc1nc(-c2ccccc2)ccc1-c1noc(-c2cccnc2)n1 do in these assays?
Mac1 fbg inh: 3; ERb coact inh: 14[fluorescence artefact?]; MT1-MMP txn act: 1.4; Mac1 fbg enh: 2; Smad3 inh: 13[fluorescence artefact?]; Calb biofilm kill: 11; sEH activator: -2; sEH inh: 3; ERa coact pot: 487*[fluorescence artefact?]

How did Cc1cc(C)n(-c2nc3ccccc3c(=O)n2OC2CCCCC2)n1 do in these assays?
Mac1 fbg inh: -5; ERb coact inh: 3; MT1-MMP txn act: 1.1; Mac1 fbg enh: -2; Smad3 inh: -2; Calb biofilm kill: 5; sEH activator: 9; sEH inh: -9; ERa coact pot: 115

How did COc1ccc(-c2ccc(-c3nnc(-c4cc(OC)ccc4OC)o3)cc2)cc1 do in these assays?
Mac1 fbg inh: -2; ERb coact inh: 9; MT1-MMP txn act: 1; Mac1 fbg enh: 6; Smad3 inh: 8; Calb biofilm kill: 3; sEH activator: 8; sEH inh: -10; ERa coact pot: 115

How did CCc1c(C)nc2ncnn2c1N1CCC(C(=O)NCc2ccc3c(c2)OCO3)CC1 do in these assays?
Mac1 fbg inh: 0; ERb coact inh: -3; MT1-MMP txn act: 1.1; Mac1 fbg enh: 1; Smad3 inh: 10; Calb biofilm kill: 5; sEH activator: -83; sEH inh: 83*; ERa coact pot: 109

Results for COc1cc2nc(C3CCC3)n(NC(=O)C3CCCC(OC)C3)c(=O)c2cc1OC (stereo unspecified) ?
Mac1 fbg inh: -2; ERb coact inh: -2; MT1-MMP txn act: 0.9; Mac1 fbg enh: 2; Smad3 inh: 3; Calb biofilm kill: 5; ERa coact pot: 93

Results for COC(=O)c1ccc(NC(=O)Nc2ccc(F)c(Cl)c2)cc1 ?
Mac1 fbg inh: 82; ERb coact inh: 4[fluorescence artefact?]; MT1-MMP txn act: 1.1; Mac1 fbg enh: -13; Smad3 inh: -2; Calb biofilm kill: -2; sEH activator: -62; sEH inh: 62; ERa coact pot: 118

Retrieved by compound from the list above:
Results for COc1ccc(-n2c(COc3ccc(C)cc3)nnc2SCC(N)=O)cc1 ?
Mac1 fbg inh: -14; ERb coact inh: -7; MT1-MMP txn act: 1.1; Mac1 fbg enh: 7; Smad3 inh: 1; Calb biofilm kill: 10; sEH activator: 4; sEH inh: 0; ERa coact pot: 107

How did COc1ccc(-c2ccc(-c3nnc(-c4cc(OC)ccc4OC)o3)cc2)cc1 do in these assays?
Mac1 fbg inh: -2; ERb coact inh: 9; MT1-MMP txn act: 1; Mac1 fbg enh: 6; Smad3 inh: 8; Calb biofilm kill: 3; sEH activator: 8; sEH inh: -10; ERa coact pot: 115

Results for CC(=O)OC1(C(F)(F)F)Oc2ccccc2NC1=O (stereo unspecified) ?
Mac1 fbg inh: -10; ERb coact inh: 5; MT1-MMP txn act: 0.9; Mac1 fbg enh: 131; Smad3 inh: -3; Calb biofilm kill: 7; ERa coact pot: 105

Results for N#CC(c1ccc(Cl)cc1)c1ccc2c(C(F)(F)F)cc(C(F)(F)F)nc2n1 (stereo unspecified) ?
Mac1 fbg inh: 88*; ERb coact inh: 3[fluorescence artefact?]; MT1-MMP txn act: 0.6; Mac1 fbg enh: -8; Smad3 inh: 7; Calb biofilm kill: 8; sEH activator: 2; sEH inh: -4; ERa coact pot: 110
